Screening data deposited in PubChem by Southern Research Specialized Biocontainment Screening Center.
tuberculosis growth: growth inhibition of non-replicating M. tuberculosis (AID 488890); Mycobacterium tuberculosis non-replicating, growth inhibition; higher % means a stronger effect; inhibition, % at 25 µM, or IC50 in µM where a hit was titrated; actives 0.39% (n = 320,000); in the data active means a potency from the dose series; inconclusive means inhibition mostly from about 82% at the one dose, without a potency; inactive means the rest, 99 in 100 with inhibition below about 76%;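 further: plate controls were DMSO cells for no effect and high antibiotic wells for full effect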
influenza NS1A: H1N1 influenza NS1A inhibitors, functional cell based assay (AID 504329). actives 0.3% (n = 340,000). inhibition, % at 12.5 µM, or IC50 in µM where a hit was titrated. NS1A functional cell-based assay, percent inhibition; higher % means a stronger effect; in the data active means a potency from the dose series; inconclusive means inhibition above about 27% without an active follow-up result; further: strong numbers were not always called active
VEEV TC-83 Vero: inhibitors of VEEV TC-83 cytopathic effect, confirmation, Vero cells (AID 588727) | Vero cells, VEEV TC-83 cytopathic effect inhibition; higher % means a stronger effect | actives 0.13% (n = 350,000) | one-dose inhibition, % at 20 µM; IC50 in µM for titrated hits; in the data active means a potency from the dose series; inconclusive means inhibition mostly from about 14% at the one dose, without a potency; inactive means the rest, 99 in 100 with inhibition below about 12%; further: strong numbers were not always called active
PhoP GFP inhibition: PhoP regulon inhibitors, Salmonella typhi PhoP promoter GFP reporter, confirmatory (AID 1850); Salmonella Typhi PhoP-promoter GFP reporter, fluorescence, 4 h; higher % means a stronger effect; inhibition, % at 50 µM, or IC50 in µM where a hit was titrated; actives 0.33% (n = 310,000); in the data active means a potency from the dose series; inconclusive means inhibition mostly from about 25% at the one dose, without a potency; inactive means the rest, 99 in 100 with inhibition below about 19%;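 further: 0% = induced wells with vehicle and 100% = uninduced wells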
M. tuberculosis HTS: M. tuberculosis growth inhibition, HTS (AID 449762); M. tuberculosis H37Rv growth inhibition, 7H9 media; higher % means a stronger effect; inhibition, % at 25 µM, or IC50 in µM where a hit was titrated; actives 0.59% (n = 330,000); in the data active means a potency from the dose series; inconclusive means inhibition above about 70% without an active follow-up result;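 further: bacterial growth assessed after seven days of incubation; strong numbers were not always called active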
VEEV TC-83 Vero 10K pilot screen: second read-out of VEEV TC-83 Vero, no call of its own (marks repeat the call); inhibition, %; measured here: 10K pilot screen inhibition
* hit, by the source's call; i = inactive; ? = inconclusive; . = no result given.

SMILES	tuberculosis growth	influenza NS1A	VEEV TC-83 Vero	PhoP GFP inhibition	M. tuberculosis HTS	others
Cc1ccc(/C(=N/Nc2nc3ccccc3s2)C2=C(O)c3ccccc3C2=O)cc1	-8%	3%	0.7%	-25%	7%
CCOC(=O)C1=NN(c2ccc(Cl)cc2)/C(=C/C2=NCCc3cc(OC)c(OC)cc32)S1	79%	0%	2.0%	7%	-1%
COC(=O)/C=C1/N/C(=N\c2nc(C)cc(C)n2)N(c2ccc(Cl)cc2)C1=O	17%	-5%	0.5%	9%	-4%
COC(=O)c1c(-c2ccc(OC)cc2)sc2ccccc12	40%	.	.	.	29%
Cc1ccc2c(c1)N(CC(=O)NC1CCCC(C)C1C)C(=O)c1cccnc1O2 (stereo not drawn)	28%	10%	1.0%	5%	4%
CN(CCCNC(=O)c1cn(C)c2ccc(S(=O)(=O)N(C)C)cc2c1=O)c1ccccc1	14%	-1%	2.8%	-7%	13%
Cc1noc(C)c1CSc1ccccc1C(=O)N1CCN(c2ccccc2)CC1	47%	-5%	i	-4%	-1%
CC[C@]12c3[nH]c4ccc(Cl)cc4c3CCN1C(=O)[C@@H](CC(=O)NCCC1=CCCCC1)C[C@@H]2C(=O)N1CCN(C(=O)C2CC2)CC1	.	-7%	1.1%	.	.
COc1cccc2c1cc1c(=O)n(CC(=O)NC3CCCCC3)nc(C)n12	0%	0%	1.3%	0%	-3%
COc1ccc(N2CCN(C(=O)c3ccc(N(C)S(=O)(=O)c4ccc(C)cc4)cc3)CC2)cc1	4%	9%	0.4%	5%	5%
COc1cc(C)ccc1OCc1cc(C(=O)NCc2ccncc2)no1	25%	-3%	0.4%	7%	-1%
NC(=O)C1CCCN(C(=O)CNC(=O)C23CC4CC(CC(C4)C2)C3)C1 (stereo not drawn)	.	1%	0.9%	.	.
CN(C)S(=O)(=O)c1cccc(C(=O)N2CCc3ccccc32)c1	0%	-1%	4.9%	2%	-5%
Cc1cc(NC(=O)COC(=O)[C@H](Cc2c[nH]c3ccccc23)NC(=O)c2ccc(F)cc2)no1	8%	10%	0.6%	-14%	-12%
CCOc1ccc(Nc2nc(N)c3ccccc3n2)cc1	62%	-10%	2.2%	20µM*	7%
COc1ccc(NC(=O)CN2C(=O)c3ccccc3S2(=O)=O)cc1S(=O)(=O)N1CCOCC1	.	7%	1.0%	.	.
CCOc1ccc(N(C(=O)c2snc(C(N)=O)c2N)C(C(=O)NC2CCCC2)c2ccncc2)cc1 (stereo not drawn)	-1%	7%	1.4%	1%	-4%
COc1cccc(C(=O)NN2C(=S)N(c3ccccc3)C(=O)C2CC(N)=O)c1 (stereo not drawn)	-24%	3%	1.5%	-3%	-5%
CONC(=O)Nc1ccccc1[N+](=O)[O-]	9%	-2%	0.5%	6%	-3%
CCOC(=O)C1CCCN(C(=O)c2cn(CC)c3ccc(S(=O)(=O)N4CCCC4)cc3c2=O)C1 (stereo not drawn)	-3%	3%	1.6%	7%	-7%
CCOc1ccc2nc(NCCCNC(=O)c3cc(OC)c(OC)c(OC)c3)c(C#N)cc2c1	40%	-16%	10%	7%	3%
COc1ccc(N(C(=O)c2cccc([N+](=O)[O-])c2)S(=O)(=O)c2ccc3c(c2)n(C)c(=O)n3C)cc1	-4%	24%	3.6%	-7%	-8%
C=CCC[C@H](Cc1ccc(F)cc1)C(=O)OC[C@@H](Cc1c[nH]c2ccccc12)NC(=O)[C@@H](CC=C)CC(=O)N[C@@H](CO)Cc1ccccc1	33%	5%	2.0%	.	8%
CS(=O)(=O)c1ccc(S(=O)CC(=O)Oc2ccc(Cl)cc2)c([N+](=O)[O-])c1 (stereo not drawn)	0%	.	.	1%	18%
O=C(c1ccc(F)cc1)N1CCC(C(=O)N2CCN(S(=O)(=O)c3cccc(F)c3)CC2)CC1	-2%	-2%	0.8%	1%	0%

Later entries.
SMILES	tuberculosis growth	influenza NS1A	VEEV TC-83 Vero	PhoP GFP inhibition	M. tuberculosis HTS	others
O=C(O/N=C\c1ccc(N2CCCCC2)c([N+](=O)[O-])c1)c1cccc(C(F)(F)F)c1	78%	10%	5.0%	-31%	36%
C[C@]1(CC/C(=C/CO)CO)[C@H](CO)CC[C@@]23COC(=O)C2=CCC[C@@H]31	-11%	1%	0.3%	-6%	-14%
Cc1cccc(-c2c(O)cc(=O)[nH]c2Cl)c1	-7%	4%	i	-8%	-7%
CCOc1ccc(S(=O)(=O)N(CC(=O)NCc2cccnc2)c2ccc(C)cc2)cc1	-2%	-3%	0.2%	4%	1%
COC(=O)Cc1csc(NC(=O)CSc2nnc3ccccn23)n1	-5%	-10%	i	-7%	-7%
Cc1ccc(C(=O)N/C(=C\c2ccccc2)C(=O)OCc2ccccc2)cc1	-2%	-5%	0.7%	1%	2%
O=C(NCC1CCCN(C2Cc3ccccc3C2)C1)c1cccs1 (stereo not drawn)	21%	-1%	0.3%	-16%	6%
Cc1ccc(N2C(=O)[C@@H]3[C@H](C2=O)C2c4ccccc4C=CN2[C@@H]3C(=O)c2ccco2)c(C)c1 (stereo partly drawn)	17%	5%	2.8%	-13%	-4%
CC12CCCC[C@@H]1CCC1C2CCC2(C)C1CC[C@@]2(O)CNCCO (stereo partly drawn)	60%	-36%	9.2µM*	-3%	41%
Cc1csc(=NC(=O)c2ccccc2)n1C	?	-9%	1.2%	-1%	5%
COc1ccc(OC)c(CCNC(=O)C(C)n2nc(C)c3c(C)n(-c4ccc(C)cc4)nc3c2=O)c1 (stereo not drawn)	35%	4%	0.5%	-29%	-2%
CC(O)(c1ccccc1)C(c1ccccc1)C1CCCCN1 (stereo not drawn)	0%	-6%	0.2%	-9%	1%
Cc1ccc(CNC(=O)CCC(=O)N2CC(C)Oc3ccc(Cl)cc32)cc1 (stereo not drawn)	11%	5%	i	9%	-8%
O=C(Oc1cncc(Cl)c1)c1sccc1Cl	49%	-8%	i	7%	2%
O=C1CSC(=S)N1/N=C/c1c(F)cccc1F	44%	-3%	0.5%	12%	5%
CCC1Sc2ccccc2N(CC(=O)NCc2ccccc2OC)C1=O (stereo not drawn)	31%	16%	1.6%	-4%	-1%	VEEV TC-83 Vero 10K pilot screen=0.2
C=CCn1c(-c2ccccc2)cc(SC)c(C#N)c1=O	-4%	-5%	1.0%	-1%	6%	VEEV TC-83 Vero 10K pilot screen=0.4
O=C(O)c1ccccc1S(=O)(=O)NCC(O)COc1ccc(Br)cc1 (stereo not drawn)	-10%	-6%	i	6%	5%
O=C(NCc1ccco1)c1ccc(C(F)(F)F)cc1	78%	.	1.0%	0%	35%
COc1ccccc1C(=O)C1CCCN(C(=O)c2cccc(-n3cccn3)c2)C1 (stereo not drawn)	-7%	14%	5.7%	-16%	-7%
C=CCN(CC=C)C(=O)C1CCN(S(=O)(=O)c2ccc(N3CCCC3=O)cc2)CC1	10%	-7%	0.3%	2%	-4%
COc1ccccc1/C=N/NC(=Nc1ccc(C)cc1)c1nc2ccccc2s1	7%	.	.	4%	4%
COc1ccc(C(=O)NCC(=O)OCC(=O)N2CCc3ccccc32)cc1	7%	2%	3.0%	3%	10%
O=S(=O)(Nc1c(O)ccc2ccccc12)c1ccc(F)cc1	.	-2%	2.6%	14%	-4%
C[C@@H]1C(=O)O[C@H]2C[C@@]34[C@H]5C[C@@H](C(C)(C)C)[C@]36[C@@H](OC(=O)[C@@H]6O)O[C@@]4(C(=O)O5)[C@]21O	-1%	16%	0.6%	-7%	-6%

The closing 2 records of the part before come first, to join the parts.
SMILES	tuberculosis growth	influenza NS1A	VEEV TC-83 Vero	PhoP GFP inhibition	M. tuberculosis HTS	others
O=S(=O)(Nc1c(O)ccc2ccccc12)c1ccc(F)cc1	.	-2%	2.6%	14%	-4%
C[C@@H]1C(=O)O[C@H]2C[C@@]34[C@H]5C[C@@H](C(C)(C)C)[C@]36[C@@H](OC(=O)[C@@H]6O)O[C@@]4(C(=O)O5)[C@]21O	-1%	16%	0.6%	-7%	-6%
CN(C)CCCNc1ncnc2c1cnn2Cc1ccccc1Cl	.	-5%	i	.	.
Cc1ccc(NS(=O)(=O)c2ccc3c(c2)NC(=O)CCS3)cc1C	31%	-3%	i	2%	3%
COc1ccc([C@@H]2[C@@H]3C(=O)N(C(C)(C)C)C(=O)[C@@H]3[C@]3(C)C(=O)N(c4ccc(C)cc4)C(=O)N23)cc1	8%	-4%	2.9%	-1%	1%
Cc1cc(F)c(F)c(C(=O)N2C(C)CCCC2C)c1Cl (stereo not drawn)	10%	-6%	i	1%	4%
CC(=O)c1cccc(NC(=O)N2CCCC2C(=O)Nc2ccccc2C)c1 (stereo not drawn)	-8%	3%	1.4%	7%	-6%
COc1ccc(OC(=O)CN2C(=O)C3C4CCC(C4)C3C2=O)cc1 (stereo not drawn)	33%	-9%	0.6%	6%	7%
Cc1cc(N/N=C/c2cccc(F)c2)nc(NCc2ccccc2)n1	37%	2%	13%	16%	65%
CC(=O)N(c1ccc(C)cc1)c1nc(C)cc(C)c1C#N	7%	-5%	0.1%	3%	0%
S=C(NCc1ccco1)N1CCN(Cc2ccc(Cl)cc2Cl)CC1	-1%	10%	2.3%	-5%	33%
CCOC(=O)c1cc2c(ccn2C)n1CC(=O)N1CCN(c2ccc(F)cc2)CC1	23%	4%	i	8%	1%
Cc1ccc(/C=C2\SC(=S)N(CC3CCCO3)C2=O)o1 (stereo not drawn)	2%	2%	5.8%	4%	-9%
CCNC(=O)COC(=O)c1ccc(-n2nc(C)cc2C)cc1	13%	1%	1.3%	2%	2%
CNC(=O)c1csc(-c2ccc(Cl)cc2)n1	71%	-2%	i	1%	99%	VEEV TC-83 Vero 10K pilot screen=0.0
O=C(OCC(=O)N1CCCC1=O)c1cccc([N+](=O)[O-])c1	-3%	-8%	5.3%	-13%	-21%
C=CCNCCCOc1ccc(C(C)(C)c2ccccc2)cc1	73%	0%	i	5%	6%
COc1ccc(COc2cccnc2N)cc1	13%	15%	i	0%	6%
COc1ccc(CCn2c(C)cc(C(=O)CSc3nnc(N)s3)c2C)cc1	61%	3%	5.7%	8%	3%	VEEV TC-83 Vero 10K pilot screen=4.1
COc1ccc(NC(=O)[C@@H](NC(=O)N2C[C@H]3C[C@@H](C2)c2cccc(=O)n2C3)C(C)C)cc1OC	-6%	-6%	0.6%	13%	-9%
Cc1ccc(Nc2cc(C)c3ccc(O)cc3n2)cc1C	63%	11%	?	9%	?
CCC(=O)N1c2ccc(S(=O)(=O)N3CCN(c4ccccc4Cl)CC3)cc2CC1C (stereo not drawn)	25%	-3%	i	3%	5%
CN1/C(=C\C(=O)c2cccc([N+](=O)[O-])c2)Sc2ccccc21	-4%	-6%	i	-4%	4%

A draw from above in order of molecular weight, largest number first:
SMILES	tuberculosis growth	influenza NS1A	VEEV TC-83 Vero	PhoP GFP inhibition	M. tuberculosis HTS	others
COc1ccc(CCn2c(C)cc(C(=O)CSc3nnc(N)s3)c2C)cc1	61%	3%	5.7%	8%	3%	VEEV TC-83 Vero 10K pilot screen=4.1
Cc1ccc(NS(=O)(=O)c2ccc3c(c2)NC(=O)CCS3)cc1C	31%	-3%	i	2%	3%
Cc1cc(N/N=C/c2cccc(F)c2)nc(NCc2ccccc2)n1	37%	2%	13%	16%	65%

Copied from the listing for reference:
SMILES	tuberculosis growth	influenza NS1A	VEEV TC-83 Vero	PhoP GFP inhibition	M. tuberculosis HTS	others
CC(=O)c1cccc(NC(=O)N2CCCC2C(=O)Nc2ccccc2C)c1 (stereo not drawn)	-8%	3%	1.4%	7%	-6%
COc1ccc(OC(=O)CN2C(=O)C3C4CCC(C4)C3C2=O)cc1 (stereo not drawn)	33%	-9%	0.6%	6%	7%
Cc1cc(N/N=C/c2cccc(F)c2)nc(NCc2ccccc2)n1	37%	2%	13%	16%	65%
CC(=O)N(c1ccc(C)cc1)c1nc(C)cc(C)c1C#N	7%	-5%	0.1%	3%	0%
S=C(NCc1ccco1)N1CCN(Cc2ccc(Cl)cc2Cl)CC1	-1%	10%	2.3%	-5%	33%
CCOC(=O)c1cc2c(ccn2C)n1CC(=O)N1CCN(c2ccc(F)cc2)CC1	23%	4%	i	8%	1%
Cc1ccc(/C=C2\SC(=S)N(CC3CCCO3)C2=O)o1 (stereo not drawn)	2%	2%	5.8%	4%	-9%
